ER stress rescue = rescue of cells from ER stress-induced death, primary screen, 384-well, CSM14.1, thapsigargin, ATP luminescence (AID 1222); 190,000 tested, under 10 active; cellular ATP content (survival), % at 20 µM, or EC50 in µM where a hit was titrated; CSM14.1 thapsigargin-induced death rescue, ATP luminescence; higher % means a stronger effect;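 active means EC50 below 50 µM in the dose-response confirmation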;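 further: death triggered by thapsigargin at about 15 µM added after 2 h compound pretreatment; cell ATP read after overnight thapsigargin exposure of roughly 18 to 22 hours; normalized against plate controls of thapsigargin alone and 5% DMSO vehicle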
Lipid droplet = hepatic lipid droplet formation modulation | AML12 mouse hepatocytes, oleate lipid droplets, BODIPY imaging | inhibition, % at 6.5 µM | hit rate 0.4% among 240,000;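 active means lipid droplet intensity inhibited by at least 50%, with more than 500 cells counted; inconclusive means wells with under 300 cells, treated as cytotoxic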
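System: AML12 hepatocytes (mouse). Probe or stimulus: oleic acid at 100 µM to induce lipid droplet formation. Times: overnight treatment with compound plus oleate. Detection: Image-based BODIPY and DAPI two-channel analysis. Evaluation: percent inhibition of filter-corrected integrated lipid droplet intensity per well.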
MT stabilize HCS = microtubule stabilizers in HeLa cells; hit rate 0.83% among 200,000; % tubulin-high responders, % at 10 µM; HeLa tubulin immunostaining HCS, 24 h; share of cells brighter than vehicle mean+2SD;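 active means plate Z-score above 3 for both tubulin-high and condensed-nucleus cell shares, with cell loss under 80%, at 10 µM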;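 further: anti alpha tubulin signal scored within the nucleus-defined area of each cell; some results filed as inactive read as strong as hits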
Dynein cargo inh = dynein cargo transport inhibition; hit rate 0.47% among 220,000; z-score, hits read low; AID 1381; 3617.4 mouse cells, GR-EGFP nuclear translocation imaging; test concentration mostly 20 µM; stimulated with dexamethasone, 1 µM; stronger effect = lower value;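 active means plate z-score of nuclear minus cytoplasmic receptor signal below a set negative limit, without overly bright fluorescence or cell loss, cut at about -3.5 in these data, passing the limit was not always enough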;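 further: z-score of nuclear minus cytoplasmic ring GR-EGFP intensity difference per well; some compounds called inactive have numbers as strong as hits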
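medium = tetracycline-free induction medium containing charcoal-stripped FBS | probe or stimulus = dexamethasone, 1.0 µM final | timing = 48 h induction, then 1 h compound, then 30 min agonist, 37 °C | detection = automated 10x imaging of fixed Hoechst-stained cells | read-out basis = nuclear versus cytoplasmic GR-EGFP signal, averaged per well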
XIAP displacement = XIAP antagonists, biochemical, IAP family, fluorescence polarization (AID 1018); XIAP BIR domain, fluorescence polarization peptide displacement; higher % means a stronger effect; one-dose displacement, % at 20 µM; IC50 in µM for titrated hits; hit rate 0.007% among 200,000; in the data active means displacement above about 50%; further: a part of the inactive calls stands beside numbers as strong as those of hits
Ins promoter up = MIN6 insulin promoter up-regulation | MIN6 insulin promoter-GFP reporter, high-content imaging; stronger effect = higher value | z-score at 5 µM | hit rate 0.3% among 190,000 | AID 1625;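 active means z-score above 3 at 5 µM with at least 500 cells counted in the well; inconclusive means wells under 500 cells, flagged as cytotoxic or low count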
Autophagy mod = autophagy modulation, high-content screen; MEF GFP-LC3 puncta imaging; test concentration mostly 10 µM; calls only at 10 µM (by protocol); hit rate 0.98% among 190,000; AID 463193;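 active means percentage of spot-positive cells more than 3 SD above its plate mean, without a fluorescence outlier flag or 80% toxicity; inconclusive means no clear call, values can overlap the other calls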;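 further: spot-positive cell cutoff set from DMSO-treated cells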
b-catenin transl = alters nuclear translocation of beta-catenin in HeLa cells. immunofluorescence imaging. nuclear translocation activity, % at 5 µM. hit rate 0.3% among 190,000. AID 1665;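 active means nuclear translocation activity above 50% at 5 µM, with a well cell count of 50 or more; inconclusive means wells under 50 cells across six images, flagged as toxic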;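 further: per-cell ratio of nuclear to cytoplasmic median beta-catenin stain intensity; plate controls were DMSO negative control for no effect and GSK-3 inhibitor IX positive control for full effect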
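System: HeLa cells, endogenous beta-catenin; compound dosing: 5 µM primary single dose, 0.1% DMSO, 0.02–20 µM confirmation series; incubation: 24 h compound exposure at 37°C, 5% CO2; signal: beta-catenin immunofluorescence imaging with DAPI; evaluation: % activation, nuclear-to-cytoplasmic median beta-catenin signal ratio per cell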
WT yeast gro inh = growth inhibition of WT yeast, mitochondrial fusion screen; AID 1362; mitochondrial fusion phenotypic screen, WT strain; hit rate 2.1% among 190,000; inhibition, % at 10 µM; in the data active means inhibition above about 58%; tested in S. cerevisiae
WT yeast gro inh mutant strain = also measured in WT yeast gro inh; calls as there; inhibition, %; mitochondrial fusion phenotypic screen, mutant strain inhibition
Dynein cargo inh cytoplasmic EGFP = further read-out of Dynein cargo inh, marked with its call; z-score; measured here: cytoplasmic GR-EGFP intensity; stronger effect = higher value
Dynein cargo inh nuclear GR-EGFP = also measured in Dynein cargo inh; calls as there; z-score; measured here: nuclear GR-EGFP intensity;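 lower value marks the stronger effect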
Dynein cargo inh cell count = further read-out of Dynein cargo inh, marked with its call; z-score; measured here: cell count per field
Ins promoter up cell count = also measured in Ins promoter up; calls as there; cell count; measured here: cytotoxicity, nuclei count;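 total cells summed across four imaged fields per well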
Lipid droplet cells 6.5 µM = recorded beside Lipid droplet, whose call it bears; cell count; measured here: cell count, cytotoxicity flag;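 cells counted across two imaged fields per well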
b-catenin transl cell count 5 µM = further read-out of b-catenin transl, marked with its call; cell count; measured here: cell count, cytotoxicity flag
MT stabilize HCS Hoechst-high % = recorded beside MT stabilize HCS, whose call it bears; % Hoechst-high responders; measured here: nuclear condensation Hoechst responders;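 share of cells brighter than vehicle mean plus two SD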
MT stabilize HCS cytotoxicity % = further read-out of MT stabilize HCS, marked with its call; toxicity, %; measured here: cytotoxicity by cell density;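 0% = mean cell density of plate MIN control wells and 100% = no cells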
Autophagy mod cell loss 18 h = recorded beside Autophagy mod, whose call it bears; toxicity, %; measured here: cell loss, nuclei count;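 cell loss after 18 h compound exposure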
Numbers without * were called inactive; i = inactive; ? = inconclusive; . = no result given; + = active, no number.

SMILES | ER stress rescue | Lipid droplet | Lipid droplet cells 6.5 µM | MT stabilize HCS | MT stabilize HCS Hoechst-high % | MT stabilize HCS cytotoxicity % | Dynein cargo inh | Dynein cargo inh cytoplasmic EGFP | Dynein cargo inh nuclear GR-EGFP | Dynein cargo inh cell count | XIAP displacement | Ins promoter up | Ins promoter up cell count | Autophagy mod | Autophagy mod cell loss 18 h | b-catenin transl | b-catenin transl cell count 5 µM | WT yeast gro inh | WT yeast gro inh mutant strain
O=C(Nc1cccc(S(=O)(=O)NC2=NCCCCC2)c1)c1cc(-c2ccccc2)nc2ccccc12 | -0.2% | 37.8 | 666 | 3.8 | 3.1 | 4.1 | 3.1 | -0.27 | 1.24 | -1.3 | -5.4% | -0.25 | 1262 | i | 2.2 | -1.3 | 1113 | 12.7 | -19.5
CCOC(=O)CCCNC(=O)CN1C(=O)NC(CCc2ccccc2)C1=O (stereo not drawn) | -1.4% | . | . | 1.5 | 2.2 | 8.2 | 0.0883 | -0.231 | 0.0162 | 0.41 | -3.0% | 0.46 | 1259 | i | -25.3 | 2.9 | 1150 | 1.4 | 3.6
Cc1ccc(NC(=O)CN(C)C(=O)COc2cccc3cccnc23)cc1 | -1.7% | 20.4 | 609 | 5.2 | 2.0 | 3.6 | 0.0833 | -0.308 | -0.151 | -0.0547 | -2.7% | 0.15 | 1237 | i | -15.5 | 1.7 | 525 | -7.9 | 12.5
CCCCC(CC)CNC(=O)CCS(=O)(=O)c1cccc2nsnc12 (stereo not drawn) | -1.2% | 6.4 | 742 | 2.3 | 2.1 | 4.3 | -0.0559 | -0.181 | 0.253 | 0.325 | -19.3% | 0.24 | 1113 | i | -3.1 | -1.0 | 1183 | 12.2 | -8.5
O=C(Nc1ccccc1C(=O)NC(Cc1ccccc1)C(=O)NC1CCCCCC1)c1ccccc1 (stereo not drawn) | 0.6% | . | . | 1.5 | 1.1 | 7.6 | -0.153 | -0.23 | -0.197 | 1.21 | -4.3% | -0.07 | 1661 | i | 4.5 | -1.0 | 1337 | 4.5 | 14.7
CCOC(=O)CSc1ccc(-c2nc3cc(C)c(C)cc3[nH]2)cn1 | -4.1% | . | . | 1.9 | 1.6 | 5.1 | 0.118 | -0.0318 | 0.346 | 0.17 | -4.0% | 0.11 | 1232 | i | 4.8 | 1.2 | 1380 | 14.1 | 6.3
COC(=O)CCCC1=CC2=C(c3ccccc3)C(=O)C(C)(OC(=O)C3CCCC3)C(=O)C2=CN1C1CC1 (stereo not drawn) | . | -17.9 | 777 | . | . | . | -1.09 | -0.787 | -0.448 | 0.416 | . | -1.05 | 1146 | . | . | -0.6 | 1156 | . | .
COc1cccc(C(=O)N(CN2CCCC2=O)c2cc(C)on2)c1 | 1.1% | . | . | 3.0 | 2.7 | 14.4 | -1.14 | -0.0552 | -0.48 | 1.33 | -8.4% | 0.41 | 1536 | i | 0.7 | -2.2 | 1326 | -14.8 | -16.4
Cc1nn(S(=O)(=O)c2cccc([N+](=O)[O-])c2)c(C)c1Br | -1.0% | -23.6 | 686 | 2.5 | 2.1 | 10.2 | -0.266 | -0.259 | -0.175 | 0.348 | -5.4% | 0.09 | 1461 | i | -1.5 | -0.3 | 1437 | -2.5 | -14.2
O=C1CC(NNc2nc3ccccc3s2)C(=O)N1c1ccccc1 (stereo not drawn) | 0.9% | . | . | 2.9 | 2.1 | 3.1 | -0.411 | -0.193 | 0.175 | 1.26 | -9.2% | 1.4 | 1231 | i | -13.1 | -3.7 | 1446 | 18.0 | -0.8
Cc1ccc(-c2c[n+](CC(=O)N3c4ccccc4Sc4ccccc43)c3n2CCC3)cc1 | 1.5% | -1.1 | 639 | 2.6 | 2.4 | 7.1 | -0.117 | -0.264 | -0.184 | 0.134 | -3.3% | -1.51 | 793 | i | 18.4 | 0.0 | 1093 | 1.6 | -12.0
CCOC(=O)c1sc2ncn(/N=C/c3cccnc3)c(=O)c2c1C | -4.5% | 10.0 | 808 | 1.9 | 1.4 | 1.1 | -0.732 | -0.211 | -0.441 | 0.292 | -6.8% | . | . | i | 0.3 | -14.1 | 1079 | 1.9 | -22.8
O=[N+]([O-])c1ccc(Oc2ccc(F)cc2Br)c2ccncc12 | -1.7% | . | . | 5.1 | 2.6 | 8.6 | 1.13 | -0.239 | 0.859 | -0.286 | -13.9% | 0.62 | 1327 | i | 30.2 | 0.5 | 1461 | 68.7* | 58.1*
COc1ccc(Cl)cc1N(CC(=O)N1CCC(C)CC1)S(C)(=O)=O | -0.5% | . | . | 2.5 | 2.7 | 10.1 | -0.379 | -0.34 | -0.163 | -0.148 | -0.8% | 0.53 | 1396 | i | 1.7 | -1.7 | 908 | -3.6 | -6.4
CC1CCN(Cc2ccc(NC(=O)C3CCN(c4nnc(-n5cccc5)s4)CC3)cc2)CC1 | -0.8% | 19.6 | 734 | 2.9 | 3.5 | 3.5 | -0.386 | -0.207 | -0.102 | 0.313 | -13.1% | -0.34 | 2020 | + | 0.9* | -0.9 | 1121 | 12.0 | -8.2
CN(C)c1ccc(CN(C(=O)/C=C/c2ccccc2Cl)C2CCS(=O)(=O)C2)cc1 (stereo not drawn) | . | -3.0 | 665 | . | . | . | -0.194 | -0.246 | -0.132 | 0.892 | . | 0.19 | 1105 | . | . | 0.1 | 1345 | . | .
Clc1cc(-c2ccc(/C=N/n3cnnc3)o2)ccc1Br | -2.3% | 27.7 | 700 | 3.6 | 2.1 | 6.0 | -0.273 | -0.189 | 0.0739 | -0.379 | -7.4% | 1.01 | 1612 | i | 20.9 | -0.7 | 869 | 23.1 | 17.2
CC1C[C@@]2(NC(=O)NC2=O)C(C)CN1C (stereo partly drawn) | 1.1% | -7.0 | 743 | 3.0 | 1.9 | 7.4 | 0.373 | -0.199 | 0.116 | 0.045 | 3.3% | 0.05 | 1220 | i | -8.5 | -3.8 | 1216 | -12.2 | -11.2
N=C1C(c2ccccc2)=C(O)CN1CCCO | 1.7% | 0.0 | 668 | 4.4 | 1.4 | 1.9 | 0.995 | -0.277 | 0.277 | -0.761 | -6.1% | 0.16 | 1551 | i | -1.9 | -2.6 | 1067 | 8.2 | -10.9
O=C(OCc1nnc(-c2ccccc2)o1)c1cc(F)c(F)cc1Cl | 3.5% | 16.6 | 662 | 1.3 | 2.3 | 2.6 | -0.18 | -0.317 | -0.441 | -0.00933 | -5.3% | -1.02 | 1314 | i | 1.0 | 0.6 | 1143 | 9.7 | -9.2
C#CC(=O)N(c1cccc(OC)c1)C(C(=O)NC1CCCC1)c1cccs1 (stereo not drawn) | -2.3% | . | . | 3.1 | 2.3 | 6.7 | -5.3* | 0.63* | -2.34* | 1.05* | -4.3% | -0.47 | 776 | i | 5.0 | ? | . | -0.4 | -11.5
O=C(CN(C(=O)C1CSC(=O)C1)c1cccc(F)c1)NC1CCCC1 (stereo not drawn) | 0.2% | 18.7 | 775 | 2.8 | 1.0 | 2.6 | 1 | -0.153 | 0.6 | -0.269 | -5.9% | -0.33 | 1268 | i | 15.1 | -1.9 | 1116 | 8.8 | -0.6
COc1ccc(-n2nnc3c(SCC(=O)Nc4ccc5c(c4)OCCO5)ncnc32)cc1 | -0.4% | . | . | 4.8 | 3.5 | 3.8 | -0.648 | 0.181 | 0.0383 | 0.636 | -6.9% | 0.66 | 1522 | i | -9.6 | 1.9 | 869 | -15.8 | -12.7
COc1ccc(-c2ccc(SCC(=O)Nc3cccc(C(C)=O)c3)nn2)cc1OC | -1.8% | 2.6 | 730 | 2.6 | 1.7 | 3.5 | 0.869 | -0.319 | 0.836 | 0.446 | -4.0% | 0.77 | 1312 | i | 18.0 | -1.7 | 1150 | 2.4 | 1.8
Cc1ccc(NC(=O)c2cc(C(=O)c3cc(Cl)ccc3O)cn(-c3ccc(C)cc3)c2=O)cc1 | 5.6% | -10.7 | 705 | 3.0 | 2.2 | 4.3 | 0.375 | -0.246 | -0.235 | 0.0933 | -0.2% | -1.3 | 909 | i | 0.5 | . | . | 31.3 | 13.3
Cc1cc(Nc2ccccc2C(=O)O)nc2nc3ccccc3c(=O)n12 | -1.5% | -13.2 | 578 | 4.1 | 2.2 | 2.7 | -0.792 | -0.205 | -0.589 | -0.182 | -3.9% | -1.1 | 1952 | i | -6.9 | -1.1 | 1085 | 9.9 | 11.6
COCCNC(=O)CN1CCOc2ccccc21 | -1.0% | . | . | 3.2 | 3.2 | 5.5 | -0.577 | -0.239 | -0.22 | 0.503 | -1.3% | -1.76 | 962 | i | -1.3 | -2.0 | 1219 | 6.9 | 9.4
CC(=O)Nc1cccc(C(=O)N/N=C/c2cccnc2)c1 | -0.3% | 38.8 | 696 | 1.5 | 1.7 | 8.9 | -0.941 | -0.291 | -0.698 | 0.0684 | -0.9% | 0.27 | 1326 | i | -12.8 | -0.7 | 1108 | 4.6 | -13.7
CCOC(=O)c1cc(-c2ccccc2)sc1NC(=O)C(C)(C)C | -1.0% | . | . | 1.2 | 1.7 | 3.6 | -0.832 | -0.182 | -0.438 | 0.32 | -3.5% | -0.01 | 1700 | i | -3.8 | 1.1 | 1324 | -4.5 | 9.7

Rows were taken by chance. About 4% of those tested had a hit in this group.
